FAS-TE inh = FAS thioesterase domain inhibitors, primary screen, biochemical, fluorescence intensity, uHTS; Fatty acid synthase (Homo sapiens), P49327; recombinant FAS-TE, OMFH fluorogenic substrate, fluorescence endpoint; inhibition, % at 15 µM; actives 0.67% (n = 360,000);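 active = compounds whose normalised, plate-corrected inhibition of enzyme fluorescence in the single-dose primary screen is 50% or more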;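 note: 0% = DMSO with enzyme and 100% = substrate without enzyme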
NadD block = inhibitors of S. aureus NadD, primary screen, biochemical, colorimetric, uHTS; Nicotinate-nucleotide adenylyltransferase NadD (Staphylococcus aureus N315); purified NadD enzyme, colorimetric absorbance read-out; inhibition, % at 20 µM; actives 0.78% (n = 360,000); in the data active = inhibition above about 26%; note: some compounds past the cut are filed as inactive
CSN inh = inhibitors of CSN-mediated cullin deneddylation, primary screen, biochemical, fluorescence polarization, uHTS | COP9 signalosome complex subunit 5 (Homo sapiens), Q92905 | Purified CSN, SCF-Nedd8-OG deneddylation | inhibition, % at 12.5 µM | actives 0.38% (n = 360,000);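 active = pattern-corrected inhibition above about 35%, with an unprinted fluorescence ratio check between 0.5 and 1.5, limit read from the data, passing the limit was not always enough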;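 note: 0% = enzyme with substrate and 100% = substrate without enzyme; some results filed as inactive read as strong as hits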
Target sequence (Q92905 whole entry, looked up, one chain of several): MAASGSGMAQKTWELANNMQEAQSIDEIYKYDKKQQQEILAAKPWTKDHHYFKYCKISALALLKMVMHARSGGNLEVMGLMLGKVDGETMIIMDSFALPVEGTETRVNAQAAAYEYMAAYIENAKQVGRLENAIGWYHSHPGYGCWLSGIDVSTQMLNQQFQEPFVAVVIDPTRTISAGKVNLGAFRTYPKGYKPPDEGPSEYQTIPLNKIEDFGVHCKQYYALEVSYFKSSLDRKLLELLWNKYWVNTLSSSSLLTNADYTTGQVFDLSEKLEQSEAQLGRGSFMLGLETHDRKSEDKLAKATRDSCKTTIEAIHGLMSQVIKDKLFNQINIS
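Test system: purified human Csn5 enzyme expressed in HEK293T cells. Amount: 0.24 nM enzyme. Reagent: SCFSkp2-Nedd8OG substrate at 10 nM final. Schedule: 90 min incubation of compound, enzyme and substrate at room temperature. Detection: fluorescence polarization. Read-out: % inhibition of substrate cleavage by Csn5.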
MT1-MMP act inh = blockers of MT1-MMP proenzyme processing, primary screen, HT1080 RFP-PRO-GFP cells, GFP/RFP fluorescence | Matrix metalloproteinase-14 (Homo sapiens), P50281 | GFP/RFP ratio fluorescence, overnight; percent of plate control window, DMSO zero | GFP/RFP ratio change, % at 20 µM | actives 0.061% (n = 360,000) | AID 651647, 2012;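 active = GFP/RFP ratio change of at least 30% with cell ATP level not reduced by more than half and red fluorescence within 50% of control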; note: strong numbers were not always called active
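Test system: HT1080 cells expressing an RFP-PRO-GFP fluorescent reporter construct / Compound dosing: single-point 20 µM compound, 1% DMSO / Schedule: cells overnight before dosing, compound overnight, 37 °C, 5% CO2 / Evaluation: GFP/RFP fluorescence ratio / Control set: DMSO and RFP-L50D-GFP cell wells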
PABP1 MLLE inh = inhibitors of PABP1 MLLE–PAM2 peptide binding, primary screen, biochemical, fluorescence polarization, FITC-PAM2, GST-MLLE | Polyadenylate-binding protein 1 (Homo sapiens), P11940 | inhibition, % at 20 µM | actives 0.36% (n = 360,000); in the data active = inhibition above about 35%, passing the limit was not always enough;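 note: plate controls were DMSO wells with GST-MLLE for no effect and wells lacking GST-MLLE protein for full effect; some results filed as inactive read as strong as hits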
Neddylation inh = inhibitors of cullin neddylation, primary screen, biochemical, TR-FRET, uHTS, NAE and Ubc12; actives 0.58% (n = 360,000); calls only at 25 µM; AID 651699, 2012; NEDD8-conjugating enzyme Ubc12 (Homo sapiens) + NEDD8-activating enzyme E1 regulatory …; in the data active = inhibition above about 36%
Rin1-Abl PPI inh = inhibitors of Rin1-Abl protein binding, primary screen, biochemical, TR-FRET; inhibition, % at 7.35 µM; AID 588664, 2011; Tyrosine-protein kinase ABL1 (Homo sapiens) + Ras and Rab interactor 1 (Homo sapiens), …; actives 0.4% (n = 360,000); in the data active = inhibition above about 5%, passing the limit was not always enough
SKN-1 block = suppressors of acrylamide-induced Pgst-4::GFP reporter in worms, primary screen, SKN-1 inhibitor project, whole organism, uHTS, GFP/RFP fluorescence ratio, strain VP596; AID 624304, 2012; actives 0.49% (n = 360,000); inhibition, % at 21.8 µM; C. elegans VP596 Pgst-4::GFP/RFP ratio, 24 h;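 active = interference check ratio from 0.5 to 1.5 plus GFP to RFP signal ratio inhibition reaching or exceeding a fixed threshold, cut at about 30% in these data, passing the limit was not always enough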; note: some compounds called inactive have numbers as strong as hits
Rpn11 inh = Rpn11 (PSMD14) deubiquitinase inhibitors, primary screen, biochemical, fluorescence polarization, uHTS; human 26S proteasome, Ub4-pepOG fluorescence polarization; 20S core pre-blocked with epoxomicin; calls only at 20 µM; actives 0.59% (n = 360,000); AID 588493, 2011;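 active = inhibition at 20 µM, scaled to each plate's controls, above about 33%, limit read from the data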
Target sequence (O00487 whole entry, looked up): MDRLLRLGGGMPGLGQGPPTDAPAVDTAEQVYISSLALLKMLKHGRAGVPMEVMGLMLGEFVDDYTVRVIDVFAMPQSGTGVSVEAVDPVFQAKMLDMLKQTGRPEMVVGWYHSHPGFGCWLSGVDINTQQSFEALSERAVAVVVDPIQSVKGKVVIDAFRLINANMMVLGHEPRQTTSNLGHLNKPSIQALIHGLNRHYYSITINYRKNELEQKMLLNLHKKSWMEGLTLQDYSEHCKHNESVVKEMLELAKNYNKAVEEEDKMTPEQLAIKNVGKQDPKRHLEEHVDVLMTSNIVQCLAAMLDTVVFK
Numbers without * were called inactive; i = inactive; . = not tested or not shown. Not a hit list (roughly 3.9% active in at least one column).

SMILES,MT1-MMP act inh,Neddylation inh,FAS-TE inh,NadD block,PABP1 MLLE inh,SKN-1 block,Rpn11 inh,CSN inh,Rin1-Abl PPI inh
Cn1c(SCC(=O)c2ccccc2)nc2cccnc21,-1,i,0,0,8,4,i,-3,-1
Cc1cccc(C(C)C)c1NC(=O)COC(=O)CCN1C(=O)C2CC=CCC2C1=O (stereo not drawn),-1,i,-5,0,0,10,i,-1,0
Cc1cc(C(=O)NC2CCCN(Cc3ccc(Cl)cc3)C2)n(C)n1 (stereo not drawn),4,i,-5,-7,-6,-5,i,7,0
CC(C)(C)c1ccc(S(=O)(=O)N2CCCC2C(=O)NC2=NCCS2)cc1 (stereo not drawn),7,i,-13,-3,9,4,i,5,1
COc1ccc(-c2coc3cc(OC4OC(CO)C(O)C(O)C4O)ccc3c2=O)cc1 (stereo not drawn),-1,i,-5,-7,1,10,i,-2,-1
O=C(Nc1ccccc1)N1C(=O)C2(OCCO2)c2ccccc21,13,i,-8,-3,7,-18,i,6,0
Cc1ccc([N+](=O)[O-])c(OCCN2CCNCC2)c1,2,i,-5,-1,1,-3,i,5,0
COCCN(C(=S)Nc1ccc(OC)cc1)C1CCN(C(C)=O)CC1,0,i,-10,-4,-21,-6,i,3,-2
CSc1ccc(Cl)c(C(=O)NNC(=O)c2csc(N3CCOCC3)n2)c1,4,i,-4,-3,2,-5,i,2,0
COc1ccc2cc(-c3[nH]ncc3CN3C[C@@H]4CCC[C@H]3C4)ccc2c1,-5,i,-6,-2,-6,8,i,2,2
CCOC(=O)C1=C(C)N(C)C(=O)NC1c1cc2c(cc1[N+](=O)[O-])OCO2 (stereo not drawn),-2,.,1,-2,14,13,i,-4,8.7*
CCN(CC)S(=O)(=O)c1cc(NC(=O)COC(=O)c2c(C)noc2C)ccc1C,-8,i,-1,-8,-3,-3,i,-2,-4
NS(=O)(=O)c1cccc(NC(=O)C2CC(=O)N(Cc3ccco3)C2)c1 (stereo not drawn),2,i,-3,-10,0,10,i,0,-1
Cc1ccccc1C(=O)Nc1cc(-c2cc(C(C)(C)C)oc2C)nn1C,-3,i,8,-11,-8,12,i,-2,1
CC(C)CCN1CCNC(=O)C1CC(=O)NCCCN1CCOCC1 (stereo not drawn),-1,i,-3,-7,-5,4,i,-1,6
CNC(=O)Nc1nnc(C(C)(C)C)s1,2,i,-8,9,-2,0,i,4,-3
O=C(O)CN1C(=O)C2(OCCO2)c2cc(Br)ccc21,-1,i,-7,-10,7,16,i,5,-2
COc1ccc(N2C(=O)CC(Nc3cccc(C(C)=O)c3)C2=O)cc1OC (stereo not drawn),2,i,-10,-5,-13,-15,i,1,0
CCc1cccc(NC(=O)C2CCCN2S(=O)(=O)c2cccc3cccnc23)c1 (stereo not drawn),6,i,6,2,-5,-13,i,3,0
CCc1ccc(/C=C2\SC(=S)N(CCCC(=O)NCCCN3CCOCC3)C2=O)cc1,-4,i,8,-2,16,-6,i,2,1
Cc1ccc(C(C(=O)NCc2ccc(F)cc2)N(C(=O)c2csnn2)C2CC2)cc1 (stereo not drawn),-2,i,7,-3,16,4,i,4,-2
Clc1ccc(CN2CCCCCC2)cc1,-1,i,-8,-7,-17,-3,i,2,-2
COc1ccccc1NC(=O)/C(C#N)=C/c1c(C)nn(-c2ccc(F)cc2)c1Cl,-4,i,12,-6,5,9,i,6,-2
CCOC(=O)c1c(C)nc(C)c(C(=O)OCC)c1-c1cccc([N+](=O)[O-])c1,0,i,8,1,-8,16,i,4,-1
CC(c1nnc(SCn2nnc3ccccc3c2=O)n1-c1ccc(Cl)cc1)N(C)C (stereo not drawn),0,i,-6,4,-7,0,i,-8,6
O=C1N(c2ccccc2C(F)(F)F)O[C@@]1(c1ccccc1)C1CCCCC1,21,i,8,6,-7,-6,i,2,2
COC(=O)c1c(C)nc(C)c2c(=O)oc3ccccc3c12,0,i,9,3,5,-3,i,-5,15*
O=C(c1cnn2c(C(F)(F)F)cc(-c3ccccc3)nc12)N1CCCc2ccccc21,0,i,-8,9,4,9,i,1,-2
Cc1ccc(C(=O)NCC(=O)N2CCCC(C(F)(F)F)C2)s1 (stereo not drawn),0,i,-4,0,-5,11,i,-1,3
Cc1ccc(C(=O)NNC(=O)c2cc3cc4ccccc4nc3s2)cc1,4,i,-12,31*,-2,29,i,0,-2
CCOC(=O)c1sc(NC(=O)COc2ccc3c(c2)OCO3)nc1C,4,i,-6,-4,0,7,i,6,2
COc1cc(N2CCCC2)c(OC)cc1/C=C(/C#N)c1ccc(Br)cc1,-265,i,-37,6,-24,14,.,60*,-2
Cc1ccc(CN2CCN(Cc3cn[nH]c3C3CCCCC3)CC2CCO)cc1 (stereo not drawn),1,i,-3,-5,-5,-2,i,-3,0
Cc1ccc(NC(=S)N2CCN(S(=O)(=O)c3ccc(C)cc3)CC2)cc1,2,i,8,-4,-92,10,i,-2,1
CCN1CCN(C(=O)c2nn(-c3ccc(OC)cc3)c(=O)c3c2c2ccccc2n3C)CC1,5,i,-8,-4,20,-3,i,-1,2
COc1ccc2c(c1)OC[C@H]1[C@H]2N2C(=O)CN(Cc3ccccc3)C(=O)[C@@]2(C)[C@H]1c1ccccc1,-45,i,49,6,32,6,i,-6,-1
Cc1ccccc1Nc1nc(N)nc(CSc2ccc(F)cc2)n1,8,i,8,5,-8,-3,i,4,2
CC(=O)Nc1cc(-c2ccc(C(=O)N3CCOCC3)cc2)cn2c(-c3ccc(C(C)=O)cc3)cnc12,0,i,2,4,-4,1,i,1,-4
Cc1cc(N2CCN(c3ccccc3)CC2)nc(N)n1,-1,i,-7,-3,5,-8,i,4,-4
Cc1ccc(Cl)cc1N1C(=O)CC(Sc2ncccn2)C1=O (stereo not drawn),1,i,1,-4,42*,10,i,1,-1
Cc1cccc(C2NC(=O)c3ccccc3N2)c1 (stereo not drawn),6,.,-8,0,5,-2,i,4,3
COc1ccc(CNCc2ccc(OC)c3ccccc23)cc1,-2,i,-1,-1,0,3,i,-2,2
CC(C)(C)N(CC#CCC(O)(c1ccccc1)C1CCCC1)CCO (stereo not drawn),0,i,0,-5,1,1,i,-4,4
Cc1[nH]n(-c2ccc(Cl)cc2)c(=O)c1C=NC12CN3CN(CN(C3)C1)C2,4,i,-16,1,-5,-4,i,2,0
C[C@@H]1CN([C@H](C)CO)C(=O)c2c(c3ccccc3n2C)-c2ccccc2CO[C@H]1CN(C)C(=O)Nc1ccccc1,-1,i,1,-4,13,16,i,7,1
CCc1nnc(NC(=O)CCC(=O)N2CCN(Cc3ccc(F)cc3)CC2)s1,3,i,-5,-7,5,16,i,-1,0
Cc1ccccc1OCC(O)CN1CCCCC1 (stereo not drawn),-1,i,-5,-4,0,-5,i,-10,1
C=CCC[C@@H](Cc1ccc(F)cc1)C(=O)OC[C@H](C)NC(=O)[C@@H](CC=C)CC(=O)N(CCO)Cc1ccccc1,-7,i,18,-7,6,17,i,-2,-4
C[C@@H]1CN([C@@H](C)CO)C(=O)c2cc(Br)cnc2O[C@H]1CN(C)C(=O)c1cccc(F)c1,2,i,-11,-3,-7,2,i,5,4
Cc1nc(SCC(=O)NC(=O)NC(C)C)nc(C)c1C,-2,i,-6,2,14,7,i,-4,-2

No new results follow: an excerpt of the list.
SMILES,MT1-MMP act inh,Neddylation inh,FAS-TE inh,NadD block,PABP1 MLLE inh,SKN-1 block,Rpn11 inh,CSN inh,Rin1-Abl PPI inh
O=C1N(c2ccccc2C(F)(F)F)O[C@@]1(c1ccccc1)C1CCCCC1,21,i,8,6,-7,-6,i,2,2
COC(=O)c1c(C)nc(C)c2c(=O)oc3ccccc3c12,0,i,9,3,5,-3,i,-5,15*
O=C(c1cnn2c(C(F)(F)F)cc(-c3ccccc3)nc12)N1CCCc2ccccc21,0,i,-8,9,4,9,i,1,-2
Cc1ccc(C(=O)NCC(=O)N2CCCC(C(F)(F)F)C2)s1 (stereo not drawn),0,i,-4,0,-5,11,i,-1,3

Shown as labelled records: four of the compounds above.
> Cc1ccc(C(=O)NCC(=O)N2CCCC(C(F)(F)F)C2)s1 (stereo not drawn)
  MT1-MMP act inh: 0	Neddylation inh: i	FAS-TE inh: -4	NadD block: 0	PABP1 MLLE inh: -5	SKN-1 block: 11	Rpn11 inh: i	CSN inh: -1	Rin1-Abl PPI inh: 3
> COc1ccc(CNCc2ccc(OC)c3ccccc23)cc1
  MT1-MMP act inh: -2	Neddylation inh: i	FAS-TE inh: -1	NadD block: -1	PABP1 MLLE inh: 0	SKN-1 block: 3	Rpn11 inh: i	CSN inh: -2	Rin1-Abl PPI inh: 2
> Cc1cc(N2CCN(c3ccccc3)CC2)nc(N)n1
  MT1-MMP act inh: -1	Neddylation inh: i	FAS-TE inh: -7	NadD block: -3	PABP1 MLLE inh: 5	SKN-1 block: -8	Rpn11 inh: i	CSN inh: 4	Rin1-Abl PPI inh: -4
> Cc1cccc(C2NC(=O)c3ccccc3N2)c1 (stereo not drawn)
  MT1-MMP act inh: 6	Neddylation inh: .	FAS-TE inh: -8	NadD block: 0	PABP1 MLLE inh: 5	SKN-1 block: -2	Rpn11 inh: i	CSN inh: 4	Rin1-Abl PPI inh: 3

Continuation:
SMILES,MT1-MMP act inh,Neddylation inh,FAS-TE inh,NadD block,PABP1 MLLE inh,SKN-1 block,Rpn11 inh,CSN inh,Rin1-Abl PPI inh
C=CCSc1ncccc1C(=O)NCCc1ccccc1,0,i,3,-4,1,-6,i,2,2
CSc1nc2ncc(C#N)cn2n1,0,i,-1,-1,9,1,i,-3,1
COc1ccc(C)cc1NC(=O)c1ccc(NS(=O)(=O)c2cccs2)cc1,1,i,6,-4,-8,0,i,1,3
O=C(C1CCCCC1)N(Cc1ccccc1)c1ccccn1,7,i,-4,6,9,2,i,5,3
CC1CCC(NC(=O)COC(=O)CCC(=O)c2ccc(Cl)s2)CC1 (stereo not drawn),0,i,5,-3,-14,17,i,1,2
CC[C@H](C)[C@@H](C(=O)NCCCCCCCCCCC(=O)N1CCNCC1)n1cc(CCCCCN)nn1,1,i,-11,-5,10,-6,i,-5,4

Screening data: PubChem BioAssay, several laboratories
